DENV2 CPE rescue: DENV2-induced cell death inhibition; CPE inhibition, % at 9.99 µM; DENV2-infected cells, cytopathic effect rescue, plate reader; 1.7% of 350,000 active; in the data active = CPE inhibition above about 20%, passing the limit was not always enough; inconclusive = no clear call, values can overlap the other calls; tested in BHK-21 cells;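 note: 0% = median of neutral control wells and 100% = median of positive control wells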
GSIS activator: GLuc luminescence reporter in INS-1E cells, primary screen for activators of glucose-dependent secretion of insulin; 0.61% of 370,000 active; AID 743287; activation, % at 16.6 µM; INS-1E GLuc reporter insulin secretion, 2-3 h;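 active = lowest replicate activation of at least 40%, so every replicate reaches that level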;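 note: 0% = median of neutral control wells and 100% = median of IBMX positive control wells; some compounds called inactive have numbers as strong as hits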
Casp6 inh: caspase-6 (human) enzyme inhibition; P55212; purified caspase-6, Z-VEID-R110 cleavage fluorescence; inhibition, % at 12.5 µM; 0.53% of 350,000 active;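 active = mean inhibition across replicates at least about 35%, with every replicate also reaching that limit, limit read from the data; inconclusive = only one of the two criteria met; inactive = neither criterion met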;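 note: 0% = median of neutral control wells and 100% = no fluorescence left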
E-selectin induc: induces E-selectin expression in human endothelial cells; P16581; HUVEC E-selectin immunofluorescence imaging; normalized: neutral wells 0, TNF-alpha wells 100; activation, % at 7.58 µM; 0.37% of 260,000 active;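 active = mean E-selectin-positive cell signal at least 10% of the positive control, reached in at least 60% of replicates, without over 20% cell loss; inconclusive = no rule given, readout overlaps actives, possibly toxicity-flagged; inactive = the rest, including those meeting only one limit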;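 note: in these data hits start at about 27%; measured in HUVEC primary endothelial cells; signal is the percent of cells scored E-selectin positive by PE staining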
Target sequence (P16581 whole entry, looked up): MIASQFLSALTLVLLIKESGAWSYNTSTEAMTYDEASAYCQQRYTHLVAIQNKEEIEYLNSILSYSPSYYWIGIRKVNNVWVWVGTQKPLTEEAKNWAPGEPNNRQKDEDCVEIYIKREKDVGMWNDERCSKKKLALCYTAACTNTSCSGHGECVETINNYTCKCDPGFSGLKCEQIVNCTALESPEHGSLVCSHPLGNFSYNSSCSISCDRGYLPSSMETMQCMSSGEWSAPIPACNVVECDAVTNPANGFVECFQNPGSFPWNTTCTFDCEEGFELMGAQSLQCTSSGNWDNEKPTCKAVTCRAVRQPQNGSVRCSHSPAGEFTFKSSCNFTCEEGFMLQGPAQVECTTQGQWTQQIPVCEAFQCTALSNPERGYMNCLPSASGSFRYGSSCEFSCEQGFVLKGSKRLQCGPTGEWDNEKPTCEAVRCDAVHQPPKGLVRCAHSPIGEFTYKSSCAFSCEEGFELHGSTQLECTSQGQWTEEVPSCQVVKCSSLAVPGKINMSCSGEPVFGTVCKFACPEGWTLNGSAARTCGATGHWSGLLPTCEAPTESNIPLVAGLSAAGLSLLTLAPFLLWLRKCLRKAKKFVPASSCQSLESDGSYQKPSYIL
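System: HUVEC / Compound: single concentration / Signal: immunofluorescence imaging / Read-out: percent E-selectin-positive cells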
Xi reactivation: activators of X-chromosome reactivation in mouse fibroblasts | activation, % at 7.58 µM | XiGFP mouse fibroblasts, % GFP-positive cells imaging, 3 d; cells co-treated with 5-aza-dC sensitizer; scaled so ellipticine positive control = 100% | 0.055% of 360,000 active;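 active = mean normalized replicate activation at least 10% and every replicate at or above 10%; inconclusive = only one of the two criteria met; inactive = mean below 10% and not all replicates reach 10%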;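 note: 0% = median of on-plate neutral control wells and 100% = ellipticine 6 µM median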
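Material: SV40-immortalized XiGFP fibroblast cells, line 68-5-11 | Buffer or medium: DMEM containing 5-aza-dC | Dosing: One concentration, pinned | Times: 3 d treatment, 15 min room-temperature fixation | Controls: Ellipticine 6 µM positive control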
RAD54 inh: inhibitors of human RAD54 branch migration; RAD54 Holliday junction branch migration, FAM/BHQ fluorescence; inhibition, % at 10.4 µM; 0.14% of 360,000 active; AID 602329;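 active = mean normalized replicate activity at least 40 and at least half of replicates scoring 40 or more; inconclusive = only one of the two criteria met; inactive = mean below 40 and under half of replicates reaching 40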;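 note: 0% = median of neutral control wells and 100% = median of positive control wells; inhibitors cause a drop in the FAM fluorescence signal; in these data hits start at about 50%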
RAD52 anneal inh: inhibitors of human RAD52 DNA annealing; recombinant RAD52 DNA annealing, FRET fluorescence; inhibition, % at 18.7 µM; 0.46% of 360,000 active; AID 651710;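 active = every replicate showing at least 50% inhibition; inconclusive = mean inhibition at least 50% but not in every replicate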
Target sequence (P43351 whole entry, looked up): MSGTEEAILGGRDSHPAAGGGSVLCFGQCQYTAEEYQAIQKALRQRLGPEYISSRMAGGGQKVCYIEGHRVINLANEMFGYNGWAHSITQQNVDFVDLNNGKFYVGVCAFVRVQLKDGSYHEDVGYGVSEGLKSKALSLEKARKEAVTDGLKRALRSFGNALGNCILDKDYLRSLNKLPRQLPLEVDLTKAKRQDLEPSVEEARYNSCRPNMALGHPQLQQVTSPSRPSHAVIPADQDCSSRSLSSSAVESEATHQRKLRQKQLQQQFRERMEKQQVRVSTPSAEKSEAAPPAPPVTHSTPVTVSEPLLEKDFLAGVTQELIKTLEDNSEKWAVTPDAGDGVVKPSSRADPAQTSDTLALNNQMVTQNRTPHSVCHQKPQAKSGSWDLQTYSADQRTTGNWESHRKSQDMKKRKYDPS
F508del corr: correctors of CFTR F508del function in bronchial epithelial cells; AID 720511; 0.36% of 350,000 active; activity (quench increase), % at 7.58 µM; CFBE cells, YFP halide quenching; stimulated with forskolin plus potentiator P3; % fluorescence drop versus neutral controls;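 active = mean added fluorescence quench of at least 8% versus neutral control, with both replicates also reaching 8%; inconclusive = only one of the mean or replicate conditions met; inactive = mean below 8% and not both replicates reaching 8%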;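 note: cells transiently co-express mutant CFTR-F508del with the halide-sensitive YFP; corrector assay measuring rescue of mutant channel to the surface after 24 h compound exposure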
Active calls of the source: *; ? = inconclusive; . = no result given.

item | molecule | DENV2 CPE rescue | GSIS activator | Casp6 inh | E-selectin induc
1 | C[C@H](CO)N1C[C@H](C)[C@H](CN(C)C(=O)Nc2cccc3ccccc23)Oc2ccc(NC(=O)CCCN(C)C)cc2C1=O | 4 | 14 | 0 | 4.0
2 | COc1ccc2oc(C)c(C(=O)c3ccccc3)c2c1 | ? | 13 | 1 | -0.1
3 | C[C@@H]1CCCCO[C@H](CN(C)C(=O)c2ccncc2)[C@H](C)CN([C@H](C)CO)C(=O)c2cc(NS(=O)(=O)c3ccccc3)ccc2O1 | 4 | -6 | -2 | 0.0
4 | CC[C@]1(C(=O)OC)[C@H]2C(=O)N(Cc3ccccc3)C(=O)[C@H]2[C@H]2CN=C(SC)N21 | -8 | 7 | -1 | .
5 | CCC(=O)N[C@@H]1CC[C@@H](CC(=O)NCc2ccc(OC)cc2)O[C@@H]1CO | 18 | -9 | 3 | -0.2
6 | C[C@@H]1CN([C@H](C)CO)C(=O)c2cc(NC(=O)c3ccncc3)ccc2O[C@@H]1CN(C)S(=O)(=O)c1ccc(F)cc1 | 8 | 18 | 0 | ?
7 | COc1ccc(N(C(=O)c2ccco2)C(C(=O)NC2CCCC2)c2cccnc2)c(OC)c1 (stereo not given) | 0 | -9 | -7 | .
8 | C[C@@H]1CN([C@H](C)CO)C(=O)Cc2cc(NC(=O)CCC(F)(F)F)ccc2O[C@@H]1CN(C)C(=O)Nc1ccc2c(c1)OCO2 | -9 | 4 | 1 | -1.8
9 | COc1ccc(C(C(=O)NC2CCCC2)N(CC2CCCO2)C(=O)Cn2nnc(-c3ccc(C)o3)n2)cc1 (stereo not given) | 9 | -1 | 9 | -0.5
10 | CC(C)NC(=O)Nc1ccc2c(c1)C(=O)N([C@H](C)CO)C[C@@H](C)[C@@H](CN(C)C)OCCCC[C@@H](C)O2 | -2 | 23 | -6 | 0.8
11 | O=C1CN(C(=O)COC(=O)/C=C/c2ccco2)c2ccccc2N1 | 4 | -2 | 5 | -0.3
12 | OC(COc1ccc2ccccc2c1)CN1CCN(c2ccc(F)cc2)CC1 (stereo not given) | 6 | -3 | -4 | .

item | Xi reactivation | RAD54 inh | RAD52 anneal inh | F508del corr
1 | 0.5 | . | -32 | -3.0
2 | 0.0 | . | -7 | .
3 | -0.7 | 0 | -1 | -0.9
4 | 0.1 | 6 | 2 | 4.4
5 | 0.9 | -2 | -4 | -1.5
6 | -0.1 | -1 | 2 | -1.9
7 | 0.0 | -3 | -19 | 2.3
8 | 0.2 | -5 | 5 | 2.4
9 | 0.0 | -9 | 2 | 2.1
10 | 0.2 | 12 | -20 | -3.1
11 | 0.0 | . | -26 | -1.5
12 | -0.1 | -7 | -16 | 3.5

Compound profiles, from the list above:
`OC(COc1ccc2ccccc2c1)CN1CCN(c2ccc(F)cc2)CC1` (stereo not given) across the screens: DENV2 CPE rescue: 6; GSIS activator: -3; Casp6 inh: -4; E-selectin induc: .; Xi reactivation: -0.1; RAD54 inh: -7; RAD52 anneal inh: -16; F508del corr: 3.5
`COc1ccc(N(C(=O)c2ccco2)C(C(=O)NC2CCCC2)c2cccnc2)c(OC)c1` (stereo not given) across the screens: DENV2 CPE rescue: 0; GSIS activator: -9; Casp6 inh: -7; E-selectin induc: .; Xi reactivation: 0.0; RAD54 inh: -3; RAD52 anneal inh: -19; F508del corr: 2.3

Next section.
item | molecule | DENV2 CPE rescue | GSIS activator | Casp6 inh | E-selectin induc
13 | O=C(O)CSCC(=O)c1ccccc1 | 8 | 11 | 3 | .
14 | COc1cc(C2NCCc3c2[nH]c2ccccc32)ccc1OC(C)C (stereo not given) | 2 | -23 | -4 | 6.3
15 | Cc1ccccc1C(=O)NNC(=O)CSc1nc(-c2ccccc2)cc(=O)[nH]1 | . | 1 | 0 | .
16 | COc1ccc(CN(C)C[C@H]2OCCCC[C@H](C)Oc3ccc(NC(=O)Nc4ccccc4)cc3C(=O)N([C@H](C)CO)C[C@@H]2C)cc1 | -5 | 0 | . | 0.1
17 | COCC(=O)Nc1ccc2c(c1)C(=O)N(C)[C@H]1CC[C@@H](CC(=O)NCCc3ccccc3)O[C@@H]1CO2 | 2 | -1 | 1 | 0.0
18 | COc1ccc(C(O)P(=O)(OCC(C)C)OCC(C)C)c(OC)c1 (stereo not given) | -9 | . | 1 | .
19 | C[C@@H]1CN([C@H](C)CO)C(=O)Cc2cc(NC(=O)NC3CCCCC3)ccc2O[C@H]1CN(C)Cc1ccc(-c2ccccc2)cc1 | -10 | -21 | -2 | 1.8
20 | Cc1noc(C)c1NC(=O)Nc1ccc2c(c1)C(=O)N([C@H](C)CO)C[C@H](C)[C@H](CN(C)C(=O)c1ccccc1)OCCCC[C@H](C)O2 | 39* | 10 | 2 | 0.7
21 | CCC(=O)Nc1ccc2c(c1)C(=O)N(C)C[C@@H](OC)[C@H](C)CN(CC1CCOCC1)[C@@H](C)CO2 | . | -5 | . | -0.4
22 | Cc1n[nH]c(C)c1CCCCOc1ccccc1F | 8 | 13 | -2 | .
23 | CCc1cccc(NC(=S)Nc2ccc(CN3CCOCC3)cc2)c1 | -3 | 7 | -5 | 0.2
24 | COc1ccc(CN(C)C(=O)/C=C/c2ccc(S(=O)(=O)N3CCCCCC3)cc2)cc1 | 10 | -32 | 0 | 0.2

item | Xi reactivation | RAD54 inh | RAD52 anneal inh | F508del corr
13 | . | 13 | -11 | 1.9
14 | 0.3 | -27 | -3 | -11
15 | 0.0 | . | -7 | -1.0
16 | 0.1 | -4 | . | -2.1
17 | 0.0 | 2 | -6 | 1.7
18 | -0.1 | -12 | -15 | .
19 | 0.4 | 1 | 21 | 2.6
20 | 0.0 | -5 | -1 | -1.7
21 | 0.2 | 4 | . | 1.4
22 | 0.0 | -4 | -8 | -6.0
23 | 0.0 | . | -54 | -4.2
24 | 0.3 | 3 | -17 | 5.2

The results go on.
item | molecule | DENV2 CPE rescue | GSIS activator | Casp6 inh | E-selectin induc
25 | CS(=O)(=O)N1CCN(c2ccc(NC(=S)NC(=O)c3cccs3)cc2)CC1 | 10 | 7 | -3 | .
26 | CO[C@H]1CN(C)C(=O)c2cc(NC(=O)Nc3ccccc3)ccc2OC[C@@H](C)N(C(C)=O)C[C@H]1C | 2 | 1 | -2 | -0.2
27 | NS(=O)(=O)c1cc2c(cc1Cl)NC=NS2(=O)=O | 2 | -2 | -7 | -0.1
28 | O=C(Nc1ccc([N+](=O)[O-])cc1)Nc1ccc2c(c1)OCCO2 | -5 | -7 | -5 | .
29 | O=[N+]([O-])c1ccccc1CN1CCN(S(=O)(=O)Cc2ccccc2)CC1 | 14 | 2 | -1 | .
30 | CCOc1ccc(NC(=O)CN2CCCC2c2cccs2)cc1S(=O)(=O)N1CCCCC1 (stereo not given) | -2 | -16 | 0 | .
31 | COCC(=O)N1C[C@@H](C)[C@H](OC)CN(C)C(=O)c2cc(NC(=O)c3ccccc3)ccc2OC[C@@H]1C | 10 | 14 | 1 | -0.2
32 | C=CCNc1ncnc2c1ncn2[C@H]1CN(Cc2ccc3c(c2)OCO3)C[C@@H](CO)O1 | 11 | 12 | 0 | -0.1
33 | O=C(CN(c1ccc2c(c1)OCCO2)S(=O)(=O)c1ccccc1)N1CCN(Cc2ccccc2)CC1 | 7 | -2 | 3 | .
34 | COc1cc(Cl)c(S(=O)(=O)N2CCCC2)cc1Cl | 2 | 18 | . | -0.1
35 | COc1ccc(CCCNC(=O)C2(C)Cc3c(-c4cccc(C(N)=O)c4)ccnc3O2)cc1 (stereo not given) | -9 | -7 | 2 | -0.2
36 | CCC(=O)NCCc1nc2cc(NC(=O)c3cccs3)ccc2n1C | -8 | 8 | 1 | .

item | Xi reactivation | RAD54 inh | RAD52 anneal inh | F508del corr
25 | 0.0 | . | -19 | -0.1
26 | 0.7 | 0 | 15 | 1.3
27 | -0.2 | 1 | 6 | 2.4
28 | 0.0 | . | -16 | -2.8
29 | 0.4 | 1 | -21 | -4.8
30 | 0.0 | -10 | -102 | -15
31 | 0.1 | 3 | -1 | -1.8
32 | 0.0 | -1 | -6 | -4.1
33 | 0.0 | 10 | -14 | 1.8
34 | 0.0 | . | -1 | 0.3
35 | 0.1 | 5 | -11 | -0.4
36 | 0.0 | . | -8 | 2.2

Remaining list, next part
item | molecule | DENV2 CPE rescue | GSIS activator | Casp6 inh | E-selectin induc
37 | C[C@H]1CN([C@@H](C)CO)C(=O)Cc2cc(NC(=O)Nc3ccc(C(F)(F)F)cc3)ccc2O[C@H]1CN(C)Cc1ccc2c(c1)OCO2 | -1 | -13 | -1 | -0.3
38 | COc1ccc(N2C(=O)C(Cl)=C(Nc3c(C)n(C)n(-c4ccccc4)c3=O)C2=O)cc1 | -9 | 25 | -1 | .
39 | C[C@@H]1CN([C@@H](C)CO)C(=O)c2cccc(NS(=O)(=O)c3ccc(Cl)cc3)c2O[C@@H]1CN(C)C(=O)Nc1ccc2c(c1)OCO2 | 2 | -7 | 4 | -7.7
40 | O=C(CCl)Nc1nc(-c2ccco2)c(-c2ccco2)s1 | -1 | 3 | 18 | .
41 | Cc1nn(C(C)C)c(C)c1CN1CCCC(CCC(=O)NCc2ccccc2F)C1 (stereo not given) | 0 | -2 | 0 | .
42 | O=C(Nc1ccc(F)cc1F)c1csc(-c2ccccc2)n1 | -4 | -18 | -1 | .
43 | C=CCCC(=O)N1C[C@@H](CO)[C@@H](NC)C[C@H]1c1ccccc1Br | 3 | -5 | -7 | 0.8
44 | CC=Cc1ccc2n(c1=O)C[C@H]1[C@H](CO)[C@@H](C(=O)NCC)[C@@H]2N1CCC(F)(F)F (mixture of isomers) | -5 | 20 | 2 | -1.7
45 | Cc1cc(C)cc(NC(=O)CCNC(=O)c2ccc([N+](=O)[O-])cc2)c1 | 8 | 10 | -1 | .
46 | CNC[C@H]1Oc2ccc(NC(=O)Nc3ccc(OC)cc3)cc2CC(=O)N([C@@H](C)CO)C[C@@H]1C | -3 | 26 | 0 | .
47 | CCCC#Cc1cnc2c(c1)C(=O)N([C@@H](C)CO)C[C@H](C)[C@@H](CN(C)C(=O)Nc1c(C)noc1C)O2 | 12 | -6 | -1 | 0.6
48 | N#C[C@H]1[C@@H](c2ccc(C3=CCCCC3)cc2)[C@@H](CO)N1C(=O)c1ccccn1 | -3 | 3 | 2 | -0.3
49 | CCOc1ccc(C(=O)CCC(=O)Nc2ccc(C)c(S(=O)(=O)N3CCCCC3)c2)cc1 | ? | -26 | -1 | .
50 | CC(=O)Nc1ccc(-c2csc(Nc3cccc(C)n3)n2)cc1 | 3 | 6 | 0 | .

item | Xi reactivation | RAD54 inh | RAD52 anneal inh | F508del corr
37 | 0.3 | 5 | -7 | 1.0
38 | . | 3 | -20 | -0.5
39 | -0.8 | -3 | 2 | 3.7
40 | -0.1 | . | -18 | .
41 | 0.0 | . | -17 | 0.1
42 | 0.2 | . | -10 | -0.4
43 | . | -4 | -18 | -2.9
44 | 0.3 | 12 | 40 | 1.9
45 | 0.2 | 9 | 3 | -1.1
46 | -0.7 | -5 | 9 | 0.1
47 | -0.9 | -9 | 2 | -0.1
48 | 0.0 | 1 | 6 | -1.0
49 | 9.6 | 7 | -5 | -3.9
50 | -0.2 | -1 | -12 | 0.7

Screening data (PubChem)

Hits appear at their usual frequency; about 3.7% have a hit in one of these screens.
